Screens from PubChem.
PTHR1 agonist: PTHR1 (human) receptor agonism. hit rate 0.075% among 410,000. Q03431. HEK293 GP2 PTHR1 cells, GloSensor cAMP luminescence, 1 h. Potency, µM (series often up to 115 µM), for the others: at the top dose activation, usual class: activators. AID 743266; further: nearly all actives have a fitted effect of over 55% in size; some results filed as inactive show a strong effect at the top dose; inactives centre near -15; many of its hits are not listed in these tables
Target sequence (Q03431 whole entry, looked up): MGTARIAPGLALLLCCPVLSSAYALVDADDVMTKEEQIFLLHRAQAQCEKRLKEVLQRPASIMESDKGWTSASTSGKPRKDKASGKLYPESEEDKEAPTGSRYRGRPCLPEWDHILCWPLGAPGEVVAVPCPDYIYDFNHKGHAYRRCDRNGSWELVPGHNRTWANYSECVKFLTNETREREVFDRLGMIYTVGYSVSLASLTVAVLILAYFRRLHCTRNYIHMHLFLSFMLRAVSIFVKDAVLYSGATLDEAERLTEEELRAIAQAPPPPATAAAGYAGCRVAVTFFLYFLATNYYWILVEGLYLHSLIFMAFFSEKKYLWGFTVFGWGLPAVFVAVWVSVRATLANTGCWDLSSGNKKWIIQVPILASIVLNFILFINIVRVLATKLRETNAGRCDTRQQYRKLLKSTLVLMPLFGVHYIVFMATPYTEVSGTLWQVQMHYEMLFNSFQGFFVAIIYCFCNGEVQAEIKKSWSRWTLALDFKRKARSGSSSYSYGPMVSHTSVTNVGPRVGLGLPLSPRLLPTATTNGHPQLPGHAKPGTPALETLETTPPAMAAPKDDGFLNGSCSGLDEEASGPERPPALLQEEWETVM
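HEK-293-derived GP2 cells expressing PTHR1 and a GloSensor cAMP reporter, 3,000/well, plated overnight, given luciferin plus IBMX (each 0.5 mM as added) for 1 h at 37 °C, then compound for 1 h at 37 °C. Luminescence was read after 15 min at room temperature.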
EPAC2 antag: blocks human EPAC2 exchange factor. EPAC2 GEF exchange of Rap1B-BODIPY-GDP, fluorescence. AID 720708. Potency, µM (highest dose often 114 µM), without a hit: at the top dose activity, negative = inhibition, most hits filed as inhibitors. hit rate 0.18% among 360,000; further: on the % scale 0 is the no-effect control and ±100 the full control effect; nearly all actives have a fitted effect of over 45% in size; many of its hits are not listed in these tables
aSyn rescue: rescues yeast growth from alpha-synuclein toxicity; Yeast expressing alpha-synuclein, growth rescue, BacTiter-Glo, 24 h; Potency, µM (top dose mostly 46.1 µM), without a hit: top-dose growth rescue (activation), usual class: activators; hit rate 0.14% among 370,000; AID 652106; further: % of control where 0% means no effect; nearly all actives have a fitted effect of over 65% in size
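Readout is rescue of growth in alpha-synuclein-expressing yeast, so inhibitors of toxicity appear as activators. Growth after 24 hr at 30 deg C in galactose medium is quantified by luminescence.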
TDP-43 yeast inh: inhibitors of TDP-43 toxicity in yeast | TDP-43 expressing yeast growth rescue, BacTiter-Glo, 24 h | Potency, µM (series often up to 46.1 µM), for the others: at the top dose growth rescue (activation), hits mostly activators | hit rate 1.8% among 410,000; further: % of control where 0% means no effect; nearly all actives have a fitted effect of over 50% in size
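Yeast expressing TDP-43 (pregrown in raffinose, seeded at OD600=0.02 in galactose medium) exposed to compounds 24 hr at 30 deg C. Growth read by BacTiter-Glo luminescence; rescue of toxicity appears as increased signal.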
FUS suppressor: FUS proteinopathy suppression in yeast | hit rate 0.24% among 390,000 | S. cerevisiae FUS-expressing, growth rescue, OD600, 24 h | Potency, µM (series often up to 76.6 µM), without a hit: at the highest dose growth rescue (activation), hits mostly activators;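 further: plate controls were DMSO vehicle for no effect and reference control for full effect; nearly all actives have a fitted effect of over 55% in size; some results filed as inactive show a strong effect at the top dose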
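Restored growth of FUS-toxic S. cerevisiae, read as 600 nm absorbance after 24 h at 30C in galactose medium (starting OD 0.005). Controls CP55940 and DMSO.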
EPAC1 antagonist: blocks human EPAC1 exchange factor; O95398; EPAC1 GEF assay, Rap1b-BODIPY-GDP exchange fluorescence; Potency, µM (highest dose often 115 µM), inactives show top-dose activity change, negative = inhibition, hits mostly inhibitors; hit rate 0.14% among 360,000;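 further: plate controls were vehicle for no effect and positive control for full effect; nearly all actives have a fitted effect of over 50% in size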
EPAC2 agonist: EPAC2 (human) agonism | hit rate 0.079% among 360,000 | AID 720711 | EPAC2 activation, biochemical qHTS; response scale: 100% = 6.5 mM cAMP response | Potency, µM (top dose mostly 154 µM), inactives show top-dose activation, hits mostly activators; further: nearly all actives have a fitted effect of over 50% in size
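Guanine nucleotide exchange by EPAC2 is measured as reduced fluorescence of BODIPY-GDP once it is released from 250 nM Rap1B. Plates are read kinetically for 30 min at room temperature; results are scaled to 6.5 mM cAMP.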
EPAC1 agonist: EPAC1 (human) agonism. AID 720707. O95398. EPAC1 agonist qHTS, biochemical assay; response scale: 100% = response to 6.5 mM cAMP. Potency, µM (top dose mostly 154 µM), inactives show top-dose activation, most hits filed as activators. hit rate 0.073% among 360,000; further: nearly all actives have a fitted effect of over 60% in size
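Nucleotide exchange assay: 100 nM EPAC1 with 250 nM Rap1B loaded with BODIPY-GDP and 50 uM GDP, room temperature. Fluorescence (480/540 nm) read every 5 min for 30 min; signal change normalized to 6.5 mM cAMP as full agonist.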
Active calls of the source: *; i = inactive; ? = inconclusive; . = not tested or not shown; [ ] = dose if it differs, or a comment. The call rests on the fitted dose curve; in most records, active means well fitted curve in the direction sought with a large enough effect; inconclusive means small, poorly fitted or top-dose-only effect, or another doubt; inactive means no such curve, though single readings can be large; an effect the other way counts as inactive or inconclusive. Potency means the concentration at half of the fitted maximal effect. Not all compounds are listed; the hit share may differ from the screen's.

SMILES | PTHR1 agonist | EPAC2 antag | aSyn rescue | TDP-43 yeast inh | FUS suppressor | EPAC1 antagonist | EPAC2 agonist | EPAC1 agonist
COc1ccc(S(=O)(=O)N2CCOCC2)cc1NC(=O)CN1C(=O)NC2(CCC(C)CC2)C1=O (centres undefined) | -3.7% | -7.2% | -7.1% | 1.1% | -6.1% | -13.7% | 15.2% | 13.2%
COc1cccc(CN2CC(C(=O)NCCN3CCOCC3)CCC2=O)c1 (centres undefined) | i | 2.4% | 0.1% | 6.8% | -11.1% | 11.7% | -0.1% | -12.3%
COCC(=O)Oc1c(S(=O)(=O)c2ccc(C)cc2)c(C)nn1-c1ccccc1 | -14.8%[57.5 µM] | -7.5% | 5.7% | -3.9% | 6.2% | -10.3% | 7.3% | -5.4%
CCC/C=C1/CCCOC(C(=O)NCc2ccccn2)(C(F)(F)F)C1 (centres undefined) | i | -1.3% | -1.2% | ? | -15.8% | -10.9% | 6.1% | -20.8%
Oc1ccc(N=Nc2ccc(Br)cc2)c(O)c1 | -33.6%[inhibitor] | -19.0% | -25.0% | 0.0% | -0.2% | -7.9% | -0.9% | -6.6%
CCC/C(=N\NC(=O)c1ccc(OC)c(OC)c1)c1ccccc1 | -14.6% | 4.5% | 2.1% | 10.9% | 10.8% | -6.6% | 4.7% | 6.1%
CCCCCNC(=O)C(CCc1ccccc1)n1c(=O)c(-c2cc3ccccc3[nH]2)nc2ccccc21 (centres undefined) | i | -4.8% | 26.9% | ? | ? | -12.6% | 2.3% | -1.1%
O=C(C(=O)N1CCN(C(=O)c2ccco2)CC1)c1c[nH]c2ccccc12 | i | 13.3% | -4.2% | 4.6% | -30.5% | -3.4% | 1.9% | 0.0%
O=C(Cc1cccs1)Nc1ccc(C(=O)O)cc1 | i | 8.1% | 1.9% | 16.0% | -4.8% | 11.5% | -8.9% | -1.4%
COc1ccc(CCNC(=O)CN(c2ccc(OC)cc2)S(C)(=O)=O)cc1 | i | 0.3% | 2.1% | -18.3% | 3.5% | -11.5% | -7.1% | 3.2%
CCOC(=O)c1[nH]c2ccccc2c1NC(=O)Nc1ccc(OC)cc1 | i | 8.7% | -6.7% | 6.9% | 10.6% | -5.1% | 1.4% | -1.5%
CCOCCCn1c(SCC(=O)NCc2ccco2)nc2c(sc3ccccc32)c1=O | -4.3% | -0.3% | . | 18.1% | 25.7% | 11.5% | -12.5% | 0.1%
COc1ccc(CNC(=O)C2CCC(CNS(=O)(=O)c3ccc(C)cc3)CC2)cc1 (centres undefined) | -53.9%[inhibitor] | 3.4% | -0.9% | 0.0% | -17.2% | 11.2% | -0.3% | -4.7%
COCCN(C(=O)CSc1nnc(-c2ccccc2F)n1C)c1c(N)n(Cc2ccccc2)c(=O)[nH]c1=O | i | 3.4% | -0.5% | . | 9.4% | -25.5% | 7.8% | -8.1%
Cc1nc(SCC(=O)Nc2ccccc2)c2oc3ccccc3c2n1 | i | -2.6% | 5.6% | 14.2% | -20.5% | -15.0% | -0.2% | -3.7%
Cc1ccc(C(=O)N2N=C3c4ccccc4S(=O)(=O)N3[C@H]2N(C)C)cc1 | i | 7.4% | -0.4% | -7.5% | -15.5% | -8.1% | 6.9% | -12.3%
CC(=O)NC1=C(NC2CCS(=O)(=O)C2)C(=O)c2ccccc2C1=O (centres undefined) | i | -8.2% | -7.9% | 25.1µM* | . | -5.7% | 4.5% | 7.5%
CCc1nnc(NC(=O)c2ccc(S(=O)(=O)N3CCc4ccccc4C3)cc2)s1 | -33.5%[inhibitor] | -8.8% | 5.8% | -2.9% | . | -6.8% | 4.4% | -5.9%
COC(=O)/C=C(\Oc1ccccc1)C1(O)CCCCC1 | -2.5% | 5.0% | 2.8% | ? | -14.8% | 2.4% | 3.4% | -5.2%
CCOc1ccc2nc(SCC(=O)NCC3CCCO3)sc2c1 (centres undefined) | i | -3.5% | -4.2% | -4.5% | 5.9% | -2.9% | 4.4% | 0.0%

The list goes on (2 carried over from the part before).
SMILES | PTHR1 agonist | EPAC2 antag | aSyn rescue | TDP-43 yeast inh | FUS suppressor | EPAC1 antagonist | EPAC2 agonist | EPAC1 agonist
COC(=O)/C=C(\Oc1ccccc1)C1(O)CCCCC1 | -2.5% | 5.0% | 2.8% | ? | -14.8% | 2.4% | 3.4% | -5.2%
CCOc1ccc2nc(SCC(=O)NCC3CCCO3)sc2c1 (centres undefined) | i | -3.5% | -4.2% | -4.5% | 5.9% | -2.9% | 4.4% | 0.0%
O=C(NNC(=O)c1sccc1-n1cccc1)Nc1ccc(F)cc1 | -5.1% | 1.2% | -3.1% | -19.2%[0.397 µM] | 13.9% | 8.7% | 2.2% | -5.7%
CCN(CC(=O)Nc1ccc(NC(C)=O)cc1)C(=O)c1ccccc1SCC(=O)N1CCCC1 | -5.3% | -0.1% | -7.6% | -24.5% | -19.0% | -5.2% | -5.4% | -6.2%
COC/C=C/C1=CC(=O)C[C@H](c2ccc3c(c2)OCO3)C1 | i | 10.9% | 1.7% | 14.1µM* | -0.2% | 0.0% | 1.7% | -2.0%
Cn1c(CC(=O)NC(C)(C)CO)c(Sc2ccccc2)c2ccccc21 | i | -10.0% | 9.7% | 5.9% | 19.8% | -5.4% | 19.6% | -6.9%
Cn1ncc2c(NCCO)nc(Cl)nc21 | i | 2.5% | 1.5% | 6.1% | -24.5% | -6.8% | 2.1% | 0.1%
O=C(Nc1ccc(NC(=O)c2cccc([N+](=O)[O-])c2)cc1)c1cccc([N+](=O)[O-])c1 | i | 0.0% | -7.6% | 11.3% | ? | -11.0% | 1.6% | -7.3%
CCn1c(COc2ccccc2)nnc1SCC(=O)NCc1ccco1 | -24.2% | 4.9% | -0.7% | -24.0% | 10.6% | 24.4% | 9.8% | 7.2%
COc1cc(NS(=O)(=O)c2ccc(NC(=S)NC(=O)c3ccc(F)cc3)cc2)nc(OC)n1 | -29.1% | ? | 8.4% | -8.0% | ? | -3.4% | -1.3% | -3.2%
CCOC(=O)/C=c1\s/c(=C(\C#N)C(=O)NC)n(-c2ccccc2)c1=O | -60.1% | -8.0% | 0.1% | 6.1% | 2.8% | -5.3% | 0.9% | 3.5%
COc1cc(CNC2CCCCC2OC)cc(OC)c1OC (centres undefined) | 1.0% | ? | -6.8% | -18.1% | 8.3% | -13.2% | 3.0% | 6.6%
CC1CC(C)CN(S(=O)(=O)N2CCCC(C(=O)NCCCN3CCOCC3)C2)C1 (centres undefined) | i | -10.0% | -4.3% | -0.3% | 11.8% | 2.9% | 0.7% | -0.3%
C=CCNCCCCOc1cccc(Br)c1 | -16.3% | 0.1% | -7.6% | -25.6% | 21.5% | -22.0% | 5.1% | -1.8%
O=C(Nc1cccs1)OCCN1CCN(Cc2ccccc2)CCC1=O | i | 19.1% | -2.7% | -1.7% | -9.3% | -10.4% | 3.7% | -17.0%
COc1cccc2sc(N(CCCN(C)C)C(=O)CCS(=O)(=O)c3ccccc3)nc12 | -17.4% | 2.0% | -5.0% | 12.1% | ? | -8.8% | 0.8% | 2.3%
CCCOc1ccc(C(=O)NNC(=S)NC(=O)c2cc(-c3ccc(Cl)cc3)nc3ccccc23)cc1 | -7.6%[57.5 µM] | 1.1% | 4.2% | 12.6µM* | 16.4% | -4.3% | -10.4% | -0.8%
COC(=O)COc1cccc(NC(=O)c2cccc(C)c2)c1 | i | 2.8% | -1.1% | -7.2%[0.397 µM] | -3.0% | -17.0% | 5.9% | -10.1%
O=C(c1ccc(NS(=O)(=O)c2ccc(F)cc2)cc1)N1CCN(c2ccccc2O)CC1 | -4.0% | 1.2% | 2.2% | 1.9% | ? | 2.1% | 3.2% | -5.7%
COc1cc(/C=C/C(=O)N2CCN(c3ccccn3)CC2)cc(OC)c1OC | -16.4% | 2.6% | 0.7% | 8.8% | . | 5.3% | 0.5% | 6.5%
O=C(N=Nc1c(O)[nH]c2ccc(Br)cc12)c1ccco1 | i | -2.9% | -6.3% | 13.9% | -3.6% | -5.5% | 2.0% | -9.4%
O/N=C1\CC2(Cc3nonc31)OCCO2 | i | -4.6% | -0.7% | 7.7% | -29.9% | -10.6% | 11.4% | 5.0%
C[C@H](NC(=O)C1CCN(S(=O)(=O)c2ccccc2)CC1)C(=O)NCc1ccc(Cl)c(Cl)c1 | -29.8% | -7.3% | 0.4% | 11.9% | 15.1% | ? | 5.9% | 7.0%
Cc1cccc(/C=N/NC(=O)C2CCCNC2=O)c1 (centres undefined) | i | 3.9% | -1.0% | 1.3% | 10.1% | -6.6% | -6.4% | 9.6%
COc1cc(CNc2ncnc3c2ncn3[C@H]2CN(CCc3ccccc3)C[C@@H](CO)O2)cc(OC)c1OC | 9.0% | 5.4% | -0.4% | -4.6% | 13.3% | -14.3% | 11.2% | -9.1%
COc1cc(-c2cc(C(=O)N(C)Cc3ccccc3)c3ccccc3n2)cc(OC)c1OC | -16.4% | -19.2% | -6.1% | 16.7% | 37.8% | -7.0% | 13.5% | 10.1%
O=C(NCC[C@H]1CC[C@H](NS(=O)(=O)c2ccc(F)cc2)[C@@H](CO)O1)c1ccc2c(c1)OCO2 | i | 2.0% | 11.6% | 13.5% | 17.0% | 11.8% | -0.8% | 1.6%
CC(C)CC1NC(=O)N(CCCCN2C(=O)c3ccccc3C2=O)C1=O (centres undefined) | -11.1% | -4.2% | -4.0% | 5.1% | 16.6% | 12.4% | 14.5% | 7.5%
COc1ccccc1OCCn1c(=O)sc2ccccc21 | i | -4.5% | 10.5% | ? | 13.9% | 0.7% | 0.9% | 9.2%
CSc1ncccc1C(=O)Nc1nc2c(C)cccc2s1 | -20.7% | 2.9% | -6.5% | 25.1% | -23.2% | -9.6% | 0.6% | -9.8%
CCOC(=O)C1(CC)NC(c2cccc(F)c2)C2C(=O)N(CC)C(=O)C21 (centres undefined) | -1.4% | -1.5% | -0.1% | 14.8% | 7.0% | ? | -9.4% | 7.3%

Some entries already given, reduced to aSyn rescue:
| SMILES | aSyn rescue |
| --- | --- |
| COc1cccc(CN2CC(C(=O)NCCN3CCOCC3)CCC2=O)c1 (centres undefined) | 0.1% |
| COc1ccc(S(=O)(=O)N2CCOCC2)cc1NC(=O)CN1C(=O)NC2(CCC(C)CC2)C1=O (centres undefined) | -7.1% |
| COc1cc(NS(=O)(=O)c2ccc(NC(=S)NC(=O)c3ccc(F)cc3)cc2)nc(OC)n1 | 8.4% |
| COc1ccccc1OCCn1c(=O)sc2ccccc21 | 10.5% |
| COC(=O)/C=C(\Oc1ccccc1)C1(O)CCCCC1 | 2.8% |
